Compound activity as filed in PubChem BioAssay.
PI4K2A inh: blocks human PI4K2A kinase activity. purified PI4K2A, ADP-Glo luminescence, 1 h; hits give low values. activity change, negative = inhibition, % at 76.9 µM. hit rate 0.13% among 420,000; in the data active = activity change below about -50%; inconclusive = mostly about -30% to -49%;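 also: -100% = wells without enzyme as full effect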
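ADP-Glo luminescence measured ADP generated by PI4K2A enzyme (4 ug/mL before mixing) with 1.2 mM PI substrate (pre-mix) and 300 microM ATP (pre-mix). Tris pH7.5 buffer with MgCl2, Triton X-100; 1 h reaction at ambient temperature.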
JMJD2A Tudor inh: blocks the human JMJD2A Tudor domain; AlphaScreen JMJD2A-Tudor / H3K4me3 peptide binding; Potency, µM (doses to about 114 µM), inactives show at the top dose activity change, negative = inhibition, actives largely listed as inhibitors; hit rate 4.4% among 390,000; AID 504339; also: potency is read from the fitted curve at half-maximal effect; % is scaled to controls: 0 for no effect and ±100 for the full control effect; nearly all actives have a fitted effect of over 50% in size
GLS inh: inhibitors of human glutaminase (GLS) | GLS enzymatic activity, qHTS titration | Potency, µM (series often up to 45.5 µM), inactives show at the top dose activity change, negative = inhibition, usual class: inhibitors | hit rate 0.21% among 410,000; also: potency is read from the fitted curve at half-maximal effect; % is scaled to controls: 0 for no effect and ±100 for the full control effect
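hKGA in 45 mM KH2PO4 pH 8.2, 0.02% Tween-20 with pin-transferred compounds; 1 mM L-glutamine (stock) plus glutamate oxidase/HRP/Amplex Red coupling added. Fluorescence read initially and after 30 min at RT.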
HP1b chromo inh: inhibitors of HP1-beta chromodomain binding to methylated histone tails | P83916 | AlphaScreen HP1-beta / biotin-H3K9me3 peptide binding | Potency, µM (titrated, usually from 114 µM), for the others: top-dose activity change, negative = inhibition, hits mostly inhibitors | hit rate 0.56% among 390,000; also: potency is read from the fitted curve at half-maximal effect; nearly all actives have a fitted effect of over 70% in size; inactives centre near 23
Target sequence (P83916 whole entry, looked up): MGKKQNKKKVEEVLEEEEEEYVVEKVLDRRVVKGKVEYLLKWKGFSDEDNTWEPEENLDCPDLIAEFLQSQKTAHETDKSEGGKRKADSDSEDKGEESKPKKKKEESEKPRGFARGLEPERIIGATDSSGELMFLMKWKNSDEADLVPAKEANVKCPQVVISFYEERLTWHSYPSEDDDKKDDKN
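Compound inhibition of the preformed complex between 50 nM HP1-beta and 50 nM biotinylated H3K9me3 peptide was read by AlphaScreen. Buffer was PBS pH 7.4 with 0.01% Tween-20. Incubations ran 30 min at room temperature, with 10 ug/mL donor/acceptor beads.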
Pol eta inh: inhibitors of human DNA polymerase eta; Potency, µM (series often up to 114 µM), inactives show at the highest dose activity change, negative = inhibition, usual class: inhibitors; hit rate 1.2% among 390,000; Q9Y253; AID 588591; recombinant Pol eta, fluorescent DNA replication assay; also: potency is read from the fitted curve at half-maximal effect; % is scaled to controls: 0 for no effect and ±100 for the full control effect
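Pol eta at 10 nM preincubated with compounds 15 min at room temperature; reaction started with fluorescent substrate (50 nM final) and read kinetically at 0 and 10 min.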
BAZ2B inh: blocks human BAZ2B. Q9UIF8. AlphaScreen BAZ2B-H3K14Ac peptide displacement. Potency, µM (highest dose often 114 µM), for the others: top-dose activity change, negative = inhibition, hits mostly inhibitors. hit rate 4.4% among 360,000. AID 504333; also: potency is read from the fitted curve at half-maximal effect; % is scaled to controls: 0 for no effect and ±100 for the full control effect; nearly all actives have a fitted effect of over 60% in size
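Protein-peptide AlphaScreen: BAZ2B 50 nM, b-H3K14Ac 50 nM, 1x PBS pH 7.4 + 0.01% Tween-20. Preincubation 30 min RT; cpd 30 min RT (top 110 uM); beads 20 min RT, light-protected.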
Pin1 inh: blocks the human prolyl isomerase Pin1; Q13526; Pin1 FP peptide displacement, HiFluor488, 10 min; Potency, µM (top dose mostly 115 µM), for inactives: top-dose activity, negative = inhibition, most hits filed as inhibitors; hit rate 0.009% among 390,000; AID 504891; active = well fitted inhibition curve with a large enough effect in the polarisation, with a control signal flat, not every such curve was filed as active; inconclusive = small, poorly fitted or top-dose-only effect, or effect the other way, or a change in a side signal; inactive = no such curve, though single readings can be large or run the other way; the % refers to the polarisation; also: potency is read from the fitted curve at half-maximal effect; % is scaled to controls: 0 for no effect and ±100 for the full control effect
G9a block: inhibitors of human histone lysine methyltransferase G9a | Potency, µM (titrated, usually from 102 µM), without a hit: top-dose activity, negative = inhibition, hits mostly inhibitors | hit rate 8.8% among 350,000 | G9a H3K9 monomethylation, AlphaScreen, 2 h | AID 504332 | Q96KQ7; also: potency is read from the fitted curve at half-maximal effect; % is scaled to controls: 0 for no effect and ±100 for the full control effect; nearly all actives have a fitted effect of over 75% in size
Target sequence (Q96KQ7 913-1193 limits assumed): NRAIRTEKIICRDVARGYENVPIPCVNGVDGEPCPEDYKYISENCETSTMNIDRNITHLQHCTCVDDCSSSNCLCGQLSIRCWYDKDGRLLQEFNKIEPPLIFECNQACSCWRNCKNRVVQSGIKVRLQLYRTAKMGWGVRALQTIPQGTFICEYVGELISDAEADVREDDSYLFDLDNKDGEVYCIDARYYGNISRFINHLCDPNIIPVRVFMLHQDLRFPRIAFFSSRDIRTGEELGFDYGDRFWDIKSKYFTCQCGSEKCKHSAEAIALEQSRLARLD
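Compounds were preincubated with 20 nM G9a for 15 min, after which biotinylated H3K9 peptide (500 nM) and SAM (20 uM) started a 2 h room-temperature reaction. Monomethylated product was quantified by antibody-based AlphaScreen chemiluminescence.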
PGK inhibitor: T. brucei PGK inhibition; PGK/GAPDH coupled, Kinase-Glo luminescence, 60 min; Potency, µM (top dose mostly 57.5 µM), inactives show at the highest dose activity change, negative = inhibition, usual class: inhibitors; hit rate 0.043% among 380,000; P07378; AID 602233; also: potency is read from the fitted curve at half-maximal effect; % is scaled to controls: 0 for no effect and ±100 for the full control effect; nearly all actives have a fitted effect of over 60% in size
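Recombinant glycosomal PGK reaction used 1,3-bisphosphoglycerate generated in-well by GAPDH (100nM final) in 100mM TEA pH 7.6, 5mM MgCl2, 0.01% Tween-20. After 60 minutes at room temperature, ATP was read by Kinase-Glo Plus luminescence end-point.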
* marks the source's active call; other numbers are inactive results; [ ] = dose if it differs, or a comment. Unless noted, calls follow the shape of the dose curve; as a rule, active = well fitted curve in the direction sought with a large enough effect; inconclusive = small, poorly fitted or top-dose-only effect, or another doubt; inactive = no such curve, though single readings can be large; an effect the other way counts as inactive or inconclusive. The list is partial; the hit share may differ from the screen's.

Start of the data: the first two records, to show the layout:
How did Cc1ccc(-c2ccc(OC(=O)c3ccc(=O)[nH]c3)c(C)c2)cc1 do in these assays?
PI4K2A inh: 7; JMJD2A Tudor inh: 2%; GLS inh: -5%; HP1b chromo inh: 47%[activator]; Pol eta inh: -21%; BAZ2B inh: 3%; Pin1 inh: -7%; G9a block: 25%; PGK inhibitor: -5%

What do the screens show for `O=C(Cn1cnc2c(oc3ccccc32)c1=O)Nc1ccccc1C(F)(F)F`?
PI4K2A inh: -1; JMJD2A Tudor inh: -31%; GLS inh: 5%; HP1b chromo inh: 18%; Pol eta inh: -7%; BAZ2B inh: -2%; Pin1 inh: 18%; G9a block: -32%[59 µM]; PGK inhibitor: 1%

The listing, from the start:
How did Cc1ccc(-c2ccc(OC(=O)c3ccc(=O)[nH]c3)c(C)c2)cc1 do in these assays?
PI4K2A inh: 7; JMJD2A Tudor inh: 2%; GLS inh: -5%; HP1b chromo inh: 47%[activator]; Pol eta inh: -21%; BAZ2B inh: 3%; Pin1 inh: -7%; G9a block: 25%; PGK inhibitor: -5%

What do the screens show for `O=C(Cn1cnc2c(oc3ccccc32)c1=O)Nc1ccccc1C(F)(F)F`?
PI4K2A inh: -1; JMJD2A Tudor inh: -31%; GLS inh: 5%; HP1b chromo inh: 18%; Pol eta inh: -7%; BAZ2B inh: -2%; Pin1 inh: 18%; G9a block: -32%[59 µM]; PGK inhibitor: 1%

What do the screens show for `CN(Cc1ccccc1N1CCCC1)C(=O)c1cc2ccccc2o1`?
PI4K2A inh: 12; JMJD2A Tudor inh: 40µM*; GLS inh: 15%; HP1b chromo inh: inconclusive; Pol eta inh: -17%; Pin1 inh: 20%; PGK inhibitor: -7%

What do the screens show for `O=C(COc1cccc2c1CCN(Cc1ccccc1)C2=O)N1CCCCC1`?
PI4K2A inh: 2; JMJD2A Tudor inh: -13%; GLS inh: 5%; HP1b chromo inh: 23%; Pol eta inh: -14%; BAZ2B inh: -4%; Pin1 inh: -4%; G9a block: -1%; PGK inhibitor: -10%

Results for CCc1ccc(C(=O)COC(=O)C2CCN(c3ccc(C(F)(F)F)cn3)CC2)cc1 ?
PI4K2A inh: 2; JMJD2A Tudor inh: 39%[activator]; GLS inh: 14%; HP1b chromo inh: 71%[activator]; Pol eta inh: -14%; BAZ2B inh: 29%; Pin1 inh: 5%; G9a block: 86%[activator]; PGK inhibitor: 9%

Random excerpt: 2 compounds from above
How did Cc1ccc(-c2ccc(OC(=O)c3ccc(=O)[nH]c3)c(C)c2)cc1 do in these assays?
PI4K2A inh: 7; JMJD2A Tudor inh: 2%; GLS inh: -5%; HP1b chromo inh: 47%[activator]; Pol eta inh: -21%; BAZ2B inh: 3%; Pin1 inh: -7%; G9a block: 25%; PGK inhibitor: -5%

Results for CCc1ccc(C(=O)COC(=O)C2CCN(c3ccc(C(F)(F)F)cn3)CC2)cc1 ?
PI4K2A inh: 2; JMJD2A Tudor inh: 39%[activator]; GLS inh: 14%; HP1b chromo inh: 71%[activator]; Pol eta inh: -14%; BAZ2B inh: 29%; Pin1 inh: 5%; G9a block: 86%[activator]; PGK inhibitor: 9%
